# Source: PubChem
# KCNH2 WT inh – blocks the wildtype human KCNH2 potassium channel. Q12809. activity change, % at 1.84 µM. hit rate 0.37% among 340,000. U2OS, BacMam KCNH2, thallium flux FluxOr; active compounds read low;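 active = maximum activity change below -70%; inconclusive = maximum activity change between -70% and -50%; inactive = maximum activity change above -50%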
#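 U2OS cells transduced with wild-type KCNH2 virus are loaded with FluxOr dye for 45 min, and thallium flux is measured in kinetic reads before and after stimulation buffer. Rate constants are normalized to DMSO controls.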
# B2AR arrestin – recruits beta-arrestin to the human beta2-adrenergic receptor | hit rate 0.02% among 330,000 | P07550 | Potency, µM (doses to about 46.1 µM), for inactives: at the highest dose activation, actives largely listed as activators | beta-arrestin recruitment to beta2AR, cell-based reporter | AID 492947;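 also: potency is read from the fitted curve at half-maximal effect; 0% = DMSO controls and full agonism = EC100 isoproterenol or metaproterenol; nearly all actives have a fitted effect of over 65% in size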
# uPA generation – cell surface uPA generation inhibition | AID 540303 | Potency, µM (highest dose often 38.3 µM), without a hit: top-dose activity change, negative = inhibition, hits mostly inhibitors | hit rate 0.31% among 330,000 | cell surface uPA generation assay, qHTS; active = well fitted inhibition curve with a large enough effect; inconclusive = small, poorly fitted or top-dose-only effect; inactive = no such curve, though single readings can be large or run the other way; tested in mouse RAW 264.7 cells; also: potency is read from the fitted curve at half-maximal effect; nearly all actives have a fitted effect of over 55% in size
# Giardia kill – Giardia lamblia killing; hit rate 0.15% among 340,000; activity change, % at 7.66 µM, hits read low; Giardia lamblia trophozoite viability; AID 540267; in the data active = activity change below about -80%; inconclusive = between about -30% and that limit;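 also: parasites exposed to compound for two days anaerobically before the ATP read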
#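 Each well holds 100 Giardia trophozoites and compound. After two days (48 hrs) at 37 deg C in anaerobic conditions, ATP is quantified by luminescence.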
# USP2a block – inhibitors of human ubiquitin-specific protease USP2a | Potency, µM (highest dose often 38.3 µM), for inactives: at the highest dose activity change, negative = inhibition, usual class: inhibitors | USP2 core, Ub-CHOP2 coupled fluorogenic reporter, 485/531 | hit rate 0.01% among 330,000;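 also: potency is read from the fitted curve at half-maximal effect; plate controls were DMSO wells for no effect and full inhibition by NEM control for full effect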
# Target sequence (O75604 whole entry, looked up): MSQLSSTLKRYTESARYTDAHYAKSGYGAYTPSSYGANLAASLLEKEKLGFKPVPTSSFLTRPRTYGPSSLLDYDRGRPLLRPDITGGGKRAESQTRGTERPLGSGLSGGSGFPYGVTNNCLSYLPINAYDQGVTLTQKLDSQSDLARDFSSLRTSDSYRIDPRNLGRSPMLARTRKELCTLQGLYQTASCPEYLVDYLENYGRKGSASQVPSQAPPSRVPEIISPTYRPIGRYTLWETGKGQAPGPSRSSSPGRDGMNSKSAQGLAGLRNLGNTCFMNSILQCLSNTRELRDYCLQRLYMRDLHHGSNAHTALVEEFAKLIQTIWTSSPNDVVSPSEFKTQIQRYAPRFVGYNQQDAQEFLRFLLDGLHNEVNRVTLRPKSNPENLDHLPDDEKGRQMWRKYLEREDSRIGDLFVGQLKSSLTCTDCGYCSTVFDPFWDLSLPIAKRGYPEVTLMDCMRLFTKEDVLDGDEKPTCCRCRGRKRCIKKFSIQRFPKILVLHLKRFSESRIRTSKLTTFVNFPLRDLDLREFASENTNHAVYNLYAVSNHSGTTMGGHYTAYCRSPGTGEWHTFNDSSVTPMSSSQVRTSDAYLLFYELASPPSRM
#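 Deubiquitinase activity read as fluorescence (485/531 nm) after Ub-CHOP2 cleavage activates the enterokinase reporter on its substrate; USP2 core 10nM, Ub-CHOP2 and substrate 25nM each, 30min compound preincubation then 60min RT; data normalized to NEM, curves fitted.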
# Coupling enz – coupling enzyme interference in Giardia aldolase counter-screen. coupling enzyme system counterscreen, AmpLite Red fluorescence. activity change, negative = inhibition, % at 58.2 µM, hits read low. hit rate 0.67% among 290,000. AID 2472; in the data active = activity change below about -30%
#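 Final compound at 57.5 uM, incubated 10 min at RT with coupling enzyme reagent (glyceraldehyde-3-phosphate), then 20 min with substrate and AmpLite Red detection. Fluorescence read at 525/598 nm; tests interference with the coupling assay, not aldolase inhibition.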
# BCR signal inh – inhibitors of chronic active B-cell receptor signaling | ABC-DLBCL IkBa-CBG/CBR reporter, luminescence ratio, 4 h | Potency, µM (doses to about 46.1 µM), for inactives: top-dose ratio change, negative = lower green/red ratio, actives largely listed as inhibitors | hit rate 0.05% among 340,000; active = well fitted inhibition curve with a large enough effect in the signal ratio, with a control signal flat, not every such curve was filed as active; inconclusive = small, poorly fitted or top-dose-only effect, or effect the other way, or a change in a side signal; the % refers to the signal ratio;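 also: potency is read from the fitted curve at half-maximal effect; plate controls were basal doxycycline-induced cells for no effect and cells given 10 µM MG132 for full effect; MG132 reads +100%, hits lower the ratio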
#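 TMD8 human ABC-DLBCL cells with doxycycline-inducible IκBα–green luciferase fusion and unfused red luciferase, in 0.5% FBS medium; compounds up to 46 uM, 4 h at 37C. Green/red luminescence ratio, filter-overlap corrected, fitted to concentration-response curves.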
# Eya2 phos inh – Eya2 (human) phosphatase inhibition. recombinant Eya2, OMFP fluorescence dephosphorylation (OMFP is methylfluorescein phosphate). AID 488837. O00167. Potency, µM (top dose mostly 76.9 µM), inactives show top-dose activity, negative = inhibition, usual class: inhibitors. hit rate 0.006% among 330,000; also: potency is read from the fitted curve at half-maximal effect
# Target sequence (O00167 whole entry, looked up): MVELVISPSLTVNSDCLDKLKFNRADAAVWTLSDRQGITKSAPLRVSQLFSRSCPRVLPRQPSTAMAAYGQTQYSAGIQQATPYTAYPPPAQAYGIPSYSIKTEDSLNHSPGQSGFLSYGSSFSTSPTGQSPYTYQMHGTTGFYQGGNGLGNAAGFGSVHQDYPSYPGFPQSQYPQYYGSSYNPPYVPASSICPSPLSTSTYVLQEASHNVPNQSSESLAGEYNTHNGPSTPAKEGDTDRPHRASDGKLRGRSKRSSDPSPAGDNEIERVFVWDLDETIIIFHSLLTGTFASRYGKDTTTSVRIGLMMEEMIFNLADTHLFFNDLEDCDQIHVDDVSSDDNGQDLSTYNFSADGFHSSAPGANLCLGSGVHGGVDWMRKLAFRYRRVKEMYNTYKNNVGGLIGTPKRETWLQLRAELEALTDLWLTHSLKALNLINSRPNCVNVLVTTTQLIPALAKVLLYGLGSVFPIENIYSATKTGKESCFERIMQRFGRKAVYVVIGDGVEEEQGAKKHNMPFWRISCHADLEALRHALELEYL
#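 Eya2 (0.2 uM) preincubated 10 min at ambient with compound, then OMFP substrate added at 50 uM; 10 min reaction in 50 mM HEPES pH 7.5, 50 mM NaCl, 5 uM MgCl2, 0.05% BSA, 1 mM DTT. Fluorescence read at Ex 485/Em 525 nm.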
# KCNH2 3.1 block – inhibitors of human KCNH2 3.1 potassium channel isoform. U2OS KCNH2 3.1, thallium flux FluxOr; active compounds read low. hit rate 0.95% among 340,000. activity change, % (tested at about 1.8 µM);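 active = maximum activity change below -70%; inconclusive = maximum activity change from -70% to -50%; inactive = maximum activity change above -50%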;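 also: thallium influx rate constant from kinetic fluorescence after stimulation buffer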
#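 FluxOr-based Tl+ influx in U2OS cells transduced with KCNH2 3.1 virus; rate constants normalized to DMSO controls.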
# GALK inh – blocks human galactokinase activity | Potency, µM (doses to about 57.5 µM), inactives show at the highest dose activity change, negative = inhibition, most hits filed as inhibitors | Purified GALK, Kinase-Glo residual ATP luminescence | hit rate 0.007% among 270,000 | P51570; also: potency is read from the fitted curve at half-maximal effect
#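 5 nM enzyme, 35 uM ATP, 100 uM galactose, 20 mM HEPES pH8.0, 5 mM MgCl2; 1 h RT; residual ATP by Kinase-Glo Plus luminescence, qHTS format.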
# PKM2 act – activators of human pyruvate kinase M2 | P14618 | purified PKM2, Kinase-Glo ATP luminescence, activation; response scale: 0% is enzyme alone, no compound | Potency, µM (doses to about 57.5 µM), for the others: top-dose activation, hits mostly activators | hit rate 0.34% among 260,000; also: potency is read from the fitted curve at half-maximal effect; nearly all actives have a fitted effect of over 55% in size
#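 Purified hPK-M2 (>95%) run at intermediate activity with 0.1 mM ADP and 0.5 mM PEP in 50 mM imidazole pH 7.2, KCl, MgCl2; 1 h room temperature. ATP formed read by Kinase-Glo luminescence; normalized to uninhibited and no-enzyme controls.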
# Numbers without * were called inactive; u = inconclusive; x = no result given. Unless noted, calls follow the shape of the dose curve; as a rule, active = well fitted curve in the direction sought with a large enough effect; inconclusive = small, poorly fitted or top-dose-only effect, or another doubt; inactive = no such curve, though single readings can be large; an effect the other way counts as inactive or inconclusive. Unless noted, % is scaled to controls: 0 for no effect and ±100 for the full control effect.
# Sequence of screens: KCNH2 WT inh, B2AR arrestin, uPA generation, Giardia kill, USP2a block, Coupling enz, BCR signal inh, Eya2 phos inh, KCNH2 3.1 block, GALK inh, PKM2 act
C[C@@H]1CCCCCCCCC(=O)OCCN(C(=O)OC(C)(C)C)[C@H](C)CCCCCCCCC(=O)OCCN(C(=O)OC(C)(C)C)[C@H](C)CCCCCCCCC(=O)OCCN(C(=O)OC(C)(C)C)[C@H](C)CCCCCCCCC(=O)OCCN1C(=O)OC(C)(C)C
  -13, -0.1%, 10%, -16, 0%, x, u, 6%, 7, x, x
CC(C)CCn1c(COc2ccccc2)nn(CCC#N)c1=S
  -8, -0.4%, -2%, 26, -3%, 1, -1%, -16%, 7, 4%, x
Fc1ccc(-n2c(-c3ccco3)n[nH]c2=S)cc1
  -25, -0.1%, 1%, -11, 2%, 2, -1%, 7%, -6, 1%, x
Cc1cc(=O)[nH]c(SCC(=O)NNC(=O)Cc2ccccc2)n1
  -16, -0.1%, -2%, 12, -1%, -9, 4%, -1%, 1, 9%, 0%
O=C(COC(=O)c1cc(Br)ccc1O)NNC(=O)c1cccs1
  -1, 0.1%, -2%, -5, 4%, x, u, -19%, -2, x, x
O=C(Cn1c2ccccc2c2nc3n(c(=O)c21)CCS3)N1CCCC1
  -7, -0.9%, -3%, 1, 2%, x, 6%, -6%, 13, -3%, x
CC1(C)NC(=O)N(CC(=O)N2CCC(Cc3ccccc3)CC2)C1=O
  10, 0.2%, -3%, 10, 2%, x, -1%, -1%, 1, -2%, -6%
O=C(CSc1nnc(CNC(=O)c2c(F)cccc2Cl)o1)NC1CCCC1
  -2, -0.7%, 1%, 5, 0%, x, 2%, -1%, -15, -3%, x
Cc1nc2ccccn2c1/C(O)=C1\C(=O)C(=O)N(CCN2CCOCC2)C1c1cccnc1 (configuration not stated)
  7, -0.9%, 3%, 8, 3%, -4, 0%, 6%, -5, -3%, 3%
O=C(NCCc1ccccc1)C1CCC(CNS(=O)(=O)c2cccs2)CC1 (configuration not stated)
  3, 0.1%, 3%, -7, 2%, 0, -12%, 3%, -1, -2%, -3%
Cc1ccc2nc(SCC(=O)Nc3ccc4c(c3)CCC4)[nH]c2c1
  -6, 3.3%, -1%, 1, -1%, 0, -1%, -2%, 2, 1%, 1%
Cc1cc(C)nc(SCC(=O)Nc2nccs2)n1
  1, 0.5%, 4%, -9, 0%, 0, -19%, -3%, -6, -1%, 6%
NS(=O)(=O)c1cccc(NC(=O)CCC(=O)c2cccs2)c1
  -46, -1.2%, -4%, -9, 1%, 0, 0%, 11%, 47, -1%, x
Cn1c(N)c(C(=O)COC(=O)Cc2ccc(Cl)cc2)c(=O)n(C)c1=O
  -3, -0.3%, 12%, -25, -1%, x, 10%, 17%, -12, x, x
CC(C)[C@H](NC(=O)c1ccco1)C(=O)OCC(=O)Nc1ccc(F)cc1
  -5, -0.1%, 11%, -7, 2%, 2, -7%, 9%, 4, 9%, 0%

# No new results follow: an excerpt of the list.
# Sequence of screens: KCNH2 WT inh, B2AR arrestin, uPA generation, Giardia kill, USP2a block, Coupling enz, BCR signal inh, Eya2 phos inh, KCNH2 3.1 block, GALK inh, PKM2 act
C[C@@H]1CCCCCCCCC(=O)OCCN(C(=O)OC(C)(C)C)[C@H](C)CCCCCCCCC(=O)OCCN(C(=O)OC(C)(C)C)[C@H](C)CCCCCCCCC(=O)OCCN(C(=O)OC(C)(C)C)[C@H](C)CCCCCCCCC(=O)OCCN1C(=O)OC(C)(C)C
  -13, -0.1%, 10%, -16, 0%, x, u, 6%, 7, x, x
CC(C)CCn1c(COc2ccccc2)nn(CCC#N)c1=S
  -8, -0.4%, -2%, 26, -3%, 1, -1%, -16%, 7, 4%, x
Fc1ccc(-n2c(-c3ccco3)n[nH]c2=S)cc1
  -25, -0.1%, 1%, -11, 2%, 2, -1%, 7%, -6, 1%, x

# The listing continues:
# Sequence of screens: KCNH2 WT inh, B2AR arrestin, uPA generation, Giardia kill, USP2a block, Coupling enz, BCR signal inh, Eya2 phos inh, KCNH2 3.1 block, GALK inh, PKM2 act
Cn1ncc2c(N3CCN(c4ccc(Cl)c(Cl)c4)CC3)ncnc21
  -5, -0.4%, -1%, 7, 2%, -3, -1%, -11%, 1, 1%, -9%
N#Cc1cccc(NC(=O)CN2NS(=O)(=O)c3ccccc3C2=O)c1
  -9, 0.0%, 0%, -5, 7%, -1, 0%, 16%, -1, 1%, 5%
Cc1cc(C)c(CN2CCN(C(=O)Cn3cnc4c(OCc5ccccc5)ncnc43)CC2)c(C)c1
  19, 3.7%, u, -4, 2%, x, -11%, -11%, -23, x, x
Cc1ccc(SCCC(=O)N2CCC(C(N)=O)CC2)cc1
  4, -0.3%, 5%, 0, 0%, 2, 2%, 2%, -9, 2%, -8%
Cc1ccc(-n2c(C)cc(C(=O)CSc3n[nH]c(N)n3)c2C)cc1
  5, 0.1%, x, -25, 0%, 0, -5%, -8%, 7, 3%, 1%
CCOC(=O)c1cnc(-c2ccccc2)nc1N1CC(C)OC(C)C1 (configuration not stated)
  x, -0.4%, 4%, 23, 1%, 2, -3%, -3%, 0, 0%, -6%
Cc1nn(-c2ccccc2)c(C)c1NC(=O)COC(=O)c1ccc(O)cc1O
  13, 0.1%, -3%, -2, 1%, x, 1%, -7%, -4, 1%, x
C=CCNC(=O)c1cc(Cl)ccc1Cl
  18, -0.2%, 2%, -3, 2%, x, 1%, 16%, 10, 1%, 3%
Cc1csc(NC(=O)c2cccc(S(=O)(=O)N3CCCCC3)c2)n1
  -2, 0.4%, -3%, 1, 0%, 1, u, 3%, 4, -1%, 5%
COc1ccc(C/C(C)=N/Nc2nc(C)cc(=O)[nH]2)cc1
  -5, -0.2%, 5%, -17, 1%, -1, 3%, -7%, -3, 0%, 0%
CC(C)n1c(SCC(=O)N2c3ccccc3Sc3ccccc32)nc2c1c(=O)n(C)c(=O)n2C
  -2, -1.7%, 1%, -4, 1%, 0, 1%, -8%, -5, -2%, 0%
CCc1ccc(NC(=O)CSc2nnc(SCC(=O)Nc3ccc(CC)cc3)n2N)cc1
  4, 0.1%, 7%, -24, -3%, 5, -3%, 9%, -11, -3%, -5%
Cc1cc2ccccc2n1CCNC(=O)c1ccc(S(=O)(=O)N2CCOCC2)cc1
  35, 0.1%, 5%, -7, -1%, -7, 1%, 4%, -2, 0%, 5%
CC(Oc1cccc(F)c1)C(=O)Nc1ccc(N2CCOCC2)cc1 (configuration not stated)
  -8, -0.5%, 10%, 6, 1%, x, u, 1%, -1, x, x
N#CC(c1ccccc1)c1ccc(C(=O)c2ccc(F)cc2)cc1 (configuration not stated)
  -5, -0.1%, -3%, -1, u, 0, u, 0%, -1, -2%, -1%

# (listing goes on)
Compound | KCNH2 WT inh | B2AR arrestin | uPA generation | Giardia kill | USP2a block | Coupling enz | BCR signal inh | Eya2 phos inh | KCNH2 3.1 block | GALK inh | PKM2 act
N#CC1(NC(=O)CSc2nnc(Nc3ccccc3F)s2)CCCC1 | 9 | 0.4% | 1% | 7 | 1% | x | u | 2% | 8 | x | x
CCOC(=O)C1(C)C=C(Nc2ccc(OCC)cc2)C(=O)N1c1ccccc1 (configuration not stated) | -5 | 0.1% | 13% | -7 | 1% | 0 | 3% | -8% | 13 | -5% | 0%
COc1ccc(C(CNC(=O)c2ccc(-c3ccccc3Cl)o2)N2CCOCC2)cc1 (configuration not stated) | -20 | 0.4% | -2% | 0 | 0% | x | u | -5% | -13 | x | x
CCOCCSC1=C(C#N)C(c2cccs2)C(C(C)=O)=C(C)N1 (configuration not stated) | -6 | -0.4% | -2% | -22 | 2% | -4 | u | 10% | 3 | -3% | -3%
COc1cccc(CNC(=O)C2CCCN(c3ncnc4c3nc3n4CCCCC3)C2)c1 (configuration not stated) | 7 | 0.2% | u | 23 | -1% | x | 4% | -4% | -5 | 6% | x
COc1ccc(NC(=O)Nc2cccc3c2O[C@H](CN(C)Cc2ccc(-c4ccccc4)cc2)[C@@H](C)CN([C@H](C)CO)C3=O)cc1 | 16 | 0.0% | 9% | -1 | 2% | x | -2% | -23% | -4 | x | x
CCOC(=O)c1ccc(-c2ccc(/C=C(\C#N)C(=O)NCc3cccs3)o2)cc1 | -1 | -0.3% | -4% | 6 | 3% | 6 | -2% | 13% | -5 | 0% | -9%
O=C(Cc1ccc(Cl)cc1)OCC(=O)c1ccc[nH]1 | 5 | 0.0% | 5% | 0 | 2% | x | 0% | -15% | -9 | x | x
CC(=O)c1cccc(N(C(=O)CNC(=O)c2ccco2)C(C(=O)NC2CCCC2)c2ccc(C)o2)c1 (configuration not stated) | 0 | 0.2% | -8% | -16 | 2% | 6 | -6% | 5% | -4 | 8% | -2%
CN(CC(=O)Nc1cccc(C#N)c1)Cc1ccc(Cl)cc1 | 7 | 0.3% | -7% | 17 | 1% | 0 | 3% | -8% | -8 | -2% | 6%
CCCCn1c(NC(=O)c2ccccc2Cl)c(C#N)c2nc3ccccc3nc21 | 7 | -1.1% | -7% | 12 | 3% | -26 | -12% | 10% | -3 | -19% | 2%
